# West Nile antiviral = West Nile virus antiviral activity, cell-based, CPE readout (AID 1621); one-dose CPE inhibition, % at 10 µM; IC50 in µM for titrated hits; 0.02% of 290,000 active; West Nile virus-infected cells, CPE inhibition; higher % means a stronger effect; in the data active = a potency from the dose series; also: strong numbers were not always called active
# KOR beta-arrestin-1 = KOR agonists, beta-arrestin recruitment, primary screen, cell-based, luminescence, uHTS (AID 1777); activation, % at 10 µM, or EC50 in µM where a hit was titrated; KOR beta-arrestin recruitment, luminescence; higher % means a stronger effect; 0.02% of 280,000 active; Kappa-type opioid receptor (Homo sapiens); in the data active = activation above about 50%, passing the limit was not always enough; also: a part of the inactive calls stands beside numbers as strong as those of hits
# GPR55 beta-arrestin = GPR55 agonists via beta-arrestin recruitment, primary screen, imaging, U2OS cells, beta-arrestin-GFP redistribution (AID 1961). G-protein coupled receptor 55 (Homo sapiens). U2OS GPR55 beta-arrestin-GFP redistribution imaging; higher % means a stronger effect. activation, % at 10 µM; hits with a dose series show EC50 in µM. 0.048% of 290,000 active;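 active = activation above 40% with more than 50 cells counted in the well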;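 also: U2OS osteosarcoma cells stably expressing GPR55 and beta-arrestin-GFP; plate controls were DMSO negative control for no effect and LPI positive control for full effect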
# NTR1 ag = agonists of NTR1, primary screen, imaging, U2OS cells, beta-arrestin-GFP, high content (AID 493036); Neurotensin receptor type 1 (Homo sapiens), P30989; NTR1-U2OS beta-arrestin-GFP spot imaging, agonist mode; activation, % at 20 µM; 0.17% of 330,000 active;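 active = activation at or above 40% of the spot to cytoplasm intensity ratio, with at least 20 cells analyzed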;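 also: 0% = DMSO without peptide and 100% = 100 nM NTR1 peptide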
# Target sequence (P30989 whole entry, looked up): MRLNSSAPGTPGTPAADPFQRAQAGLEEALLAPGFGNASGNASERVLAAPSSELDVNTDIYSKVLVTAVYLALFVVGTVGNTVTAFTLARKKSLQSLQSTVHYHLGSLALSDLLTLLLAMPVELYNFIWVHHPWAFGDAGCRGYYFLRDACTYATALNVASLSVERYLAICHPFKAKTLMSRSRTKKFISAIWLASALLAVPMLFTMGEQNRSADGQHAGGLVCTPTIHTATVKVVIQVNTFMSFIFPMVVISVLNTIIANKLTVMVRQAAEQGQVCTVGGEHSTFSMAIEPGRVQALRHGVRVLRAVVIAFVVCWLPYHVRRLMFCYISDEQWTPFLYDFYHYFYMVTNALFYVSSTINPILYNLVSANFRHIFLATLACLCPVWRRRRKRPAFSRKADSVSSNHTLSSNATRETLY
# Salmonella PhoP GFP = inhibitors of PhoP regulon expression, primary screen, Salmonella Typhimurium, GFP reporter (AID 1863). S. Typhimurium PhoP-regulated promoter GFP reporter, 4 h; higher % means a stronger effect. inhibition, % at 50 µM; hits with a dose series show IC50 in µM. 0.16% of 300,000 active;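 active = inhibition over 29.93%, a cutoff 3 SD above the screen mean, later confirmed by dose response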;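 also: 0% = low Mg2+ inducing control and 100% = high Mg2+ repressing control; strong numbers were not always called active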
# KOR beta-arrestin-2 = KOR antagonists, beta-arrestin recruitment, cell-based, luminescence, uHTS (AID 1778); Kappa-type opioid receptor (Homo sapiens); 0.091% of 290,000 active; KOR beta-arrestin recruitment, luminescence, antagonist mode; higher % means a stronger effect; inhibition, % at 10 µM; hits with a dose series show IC50 in µM; in the data active = inhibition above about 50%; also: strong numbers were not always called active
# GPR55 LPI antagonism = GPR55 antagonists blocking LPI-driven arrestin recruitment, primary screen, imaging, U2OS, beta-arrestin-GFP, LPI agonist (AID 2013) | G-protein coupled receptor 55 (Homo sapiens) | inhibition, % at 10 µM; hits with a dose series show IC50 in µM | 0.13% of 290,000 active | U2OS GPR55 beta-arrestin-GFP translocation imaging, LPI antagonism; higher % means a stronger effect;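 active = spots per cell inhibited over 60%, with over 100 cells counted and total cytoplasm intensity under 500,000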;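 also: U2OS cells stably carrying GPR55 and arrestin-GFP stimulated by 5 µM LPI near EC80; imaged beta-arrestin-GFP aggregate spots per cell after agonist stimulation; plate controls were LPI-stimulated DMSO wells for no effect and DMSO wells without LPI for full effect; some results filed as inactive read as strong as hits; confirmed hits need IC50 under 10 µM and bright autofluorescent wells are also inconclusive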
# T cell modulator = modulators of CD8 T cell-vesicle binding, primary screen, mouse 2C CD8+ T cells, flow cytometry; 2C CD8+ T cell-vesicle binding; stronger effect = lower value; calls only at 7 µM; 0.068% of 330,000 active;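 active = response, share of CD8 T cells binding vesicles, and their 90th percentile fluorescence all below set limits, cut at about 80% in these data, passing the limit was not always enough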
#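 System: murine 2C transgenic CD8+ T lymphocytes; also added: QL9-loaded Drosophila micro-vesicles; times: binding 1.5 h at 37 °C; measured by: flow cytometry, PE anti-B7-1 (FL2) versus Alexa647 anti-CD8 (FL8), PFA-fixed; control set: Peptide-free naked vesicles (low) and QL9 vesicles with 0.7% DMSO vehicle (high)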
# GPR35 arrestin U2OS = GPR35 antagonists blocking zaprinast-driven arrestin recruitment, primary screen, imaging, U2OS, beta-arrestin-GFP, zaprinast agonist (AID 2058). U2OS GPR35 beta-arrestin-GFP translocation imaging, zaprinast antagonism; higher % means a stronger effect. inhibition, % at 10 µM; hits with a dose series show IC50 in µM. 0.052% of 290,000 active;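 active = inhibition of at least 50% with at least 30 cells and total cytoplasm GFP at most 10,000,000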
# T cell modulator vesicle-bound % = second read-out of T cell modulator, no call of its own (marks repeat the call); double positive events, %; measured here: CD8+ vesicle-bound cell fraction;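 binding gate set so that unloaded-vesicle control wells show 10% double positive cells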
# NTR1 ag cell count 20 µM = second read-out of NTR1 ag, no call of its own (marks repeat the call); cell count; measured here: cell count, cytotoxicity flag
# * hit, by the source's call; i = inactive; x = no result given; [ ] = remark or other dose.
SMILES,West Nile antiviral,KOR beta-arrestin-1,GPR55 beta-arrestin,NTR1 ag,NTR1 ag cell count 20 µM,Salmonella PhoP GFP,KOR beta-arrestin-2,GPR55 LPI antagonism,T cell modulator,T cell modulator vesicle-bound %,GPR35 arrestin U2OS
COc1cc(OC)cc(C(=O)NCC2CCCN(Cc3cccc(C(C)=O)c3)C2)c1 (centres undefined),-0.8%,-4.2%,0.1%,-1.2,80,-2.9%,-13.7%[20 µM],1.6%,i,60.4,-5.7%
O=C(CSc1ncnc2c1cnn2-c1ccc(F)cc1)NCC1CCCO1 (centres undefined),-0.7%,1.1%,-0.1%,0.6,70,-0.2%,-11.2%,0.5%,i,20.8,-17.6%
Nc1nc(NCc2ccco2)nc(N2CCN(Cc3ccccc3)CC2)c1[N+](=O)[O-],-0.4%,-0.3%,0.5%,2.1,53,-10.8%,-17.3%,17.2%,i,44.3,5.1%
C/C(=N/NC(=O)C1CCCCC1)c1ccc([N+](=O)[O-])cc1,-0.7%,1.0%,-0.2%,0.5,45,-0.7%,36.7%,2.4%,i,43.5,8.0%
Cc1cccc(C)c1OCC(=O)Nc1ccccc1C(F)(F)F,-0.1%,-3.8%,-0.1%,-0.7,63,2.5%,-2.4%,0.4%,i,55.7,-5.7%
Cc1ccc(-n2c(-c3cnccn3)n[nH]c2=S)c(Br)c1,0.3%,x,-0.1%,1.6,44,3.3%,-15.6%[20 µM],19.7%,i,53.3,8.3%
COc1ccc(C2CC(c3ccccc3OC(C)=O)=NN2C(C)=O)cc1 (centres undefined),-0.5%,0.2%,-0.1%,0.2,53,-15.2%,-13.8%,4.2%,i,11.5,-8.1%
Clc1nnc(NN=C2CCCC2)c2ccccc12,-0.9%,2.9%,-0.2%,-0.9,72,8.4%,-26.3%,8.7%,i,35.6,15.7%
O=C1c2cccc3cccc(c23)C(=O)N1CCc1ccccc1,-0.4%,6.3%,0.4%,4.1,45,1.5%,7.3%,-20.9%,i,60.1,5.6%
CCCC(c1nnnn1C1CCCC1)N1CCN(c2ccccc2F)CC1 (centres undefined),-0.5%,1.8%,1.4%,-0.7,36,1.8%,-8.9%,13.1%,i,10.3,26.6%
CCOC(=O)Cc1c(C)nc2c(-c3ccc(Cl)cc3)c[nH]n2c1=O,x,-3.3%,-0.1%,1.5,35,5.2%,-6.7%,7.7%,i,31.9,-0.4%
CCOc1ccc(C(=O)c2ccccc2C(=O)O)cc1OCC,0.9%,-4.4%,-0.3%,2.0,32,-2.6%,-0.1%,8.2%,i,50.7,-2.9%
Cc1cc2[nH]c(=O)cc(-c3ccccc3)n2n1,0.7%,-4.4%,-0.1%,-0.2,56,18.1%,23.8%,54.0%,i,7.9,24.4%
COc1ccc(Cc2nnc(NC(=O)Cc3cccs3)s2)cc1OC,-0.1%,-4.4%,-0.2%,-1.3,94,-13.6%,12.0%,7.4%,i,43.1,-3.0%
CCC(=O)N1CCN(c2ccccc2NC(=O)Cc2ccccc2)CC1,-0.1%,1.7%,-0.1%,-0.3,36,10.9%,-9.7%,-2.1%,i,19.6,6.6%
CCOC(=O)C1CCN(C(=O)c2ccc(C)c(S(=O)(=O)N3CCCC3)c2)CC1,-0.1%,-2.9%,0.4%,-1.1,77,4.9%,17.2%,-27.1%,i,6.9,13.6%
CC(C)(C)NS(=O)(=O)c1ccc(NC(=O)Cc2ccccc2[N+](=O)[O-])cc1,-0.9%,-4.8%,-0.1%,0.6,41,-4.8%,-1.3%[20 µM],1.2%,i,32.5,-4.0%
CCSc1ncc(Cl)c(C(=O)Nc2ccccc2)n1,-0.6%,-3.6%,0.3%,0.3,77,6.1%,4.6%,1.8%,i,42.3,16.3%
CCOC(=O)N1CCN(C(=O)C(=O)Nc2sc3c(c2C#N)CC(C)(C)OC3)CC1,1.4%,-1.2%,1.6%,-1.1,66,1.4%,18.7%,-8.7%,i,13.6,-1.3%
COc1ccc(NC(=O)CCn2ccnc2)c(OC)c1,1.4%,-0.6%,0.4%,-1.5,100,-2.5%,-15.0%,-0.3%,i,60.9,-11.4%
COC(=O)c1cn(NC(=O)CC2CCCCC2)c(=O)c2ccccc12,-0.3%,3.7%,0.0%,0.8,71,-5.4%,9.7%,11.0%,i,58.3,1.7%
O=C(CSc1nnc(-c2ccncc2)o1)Oc1ccccc1,0.2%,-1.7%,-0.1%,4.9,90,-9.9%,16.2%,3.4%,i,32.1,10.3%
COc1ccc(-n2c(Cc3cccn3C)nnc2SCC(=O)N2CCOCC2)cc1,-0.1%,2.0%,-0.1%,1.8,51,-5.7%,-2.1%,13.6%,x,x,-3.7%
COc1ccc(C(=O)NCCCc2nc3ccccc3n2Cc2cc(C)ccc2C)cc1OC,-0.4%,0.3%,-0.2%,10.1,64,-6.8%,-23.3%,1.4%,i,26.6,-9.2%
CSc1ncccc1C(=O)OCn1nnc2ccccc2c1=O,-0.1%,7.0%,-0.1%,-1.0,75,-4.9%,-39.3%,-17.9%,i,27.4,8.7%
# Additional entries follow.
SMILES,West Nile antiviral,KOR beta-arrestin-1,GPR55 beta-arrestin,NTR1 ag,NTR1 ag cell count 20 µM,Salmonella PhoP GFP,KOR beta-arrestin-2,GPR55 LPI antagonism,T cell modulator,T cell modulator vesicle-bound %,GPR35 arrestin U2OS
CS(=O)(=O)N(CC(=O)N1CCc2ccccc2C1)Cc1ccc(F)cc1,-0.7%,-2.2%,-0.1%,-0.7,72,-4.5%,-22.4%[20 µM],1.2%,i,54.9,-5.8%
Nc1nc(N2CCN(c3ccccc3)CC2)n[nH]1,-0.2%,1.0%,0.2%,0.8,47,-3.4%,-12.5%[20 µM],3.8%,i,63.4,-21.8%
OCC[C@@H]1C[C@H](O)[C@@H](O)[C@]2(OCc3ccccc32)O1,-0.6%,-3.4%,-0.2%,5.3,82,6.8%,1.4%[20 µM],-4.5%,i,20.0,-2.0%
COc1ccc(/C=C(/NC(=O)c2ccc(C)cc2)C(=O)N2CCCC2)cc1OC,-0.4%,0.4%,-0.4%,0.9,40,6.5%,-7.2%,15.2%,i,26.9,10.6%
Cc1occc1-c1nnc(SCC(=O)NC(C)(C)C)n1C(C)c1ccccc1 (centres undefined),1.4%,19.2%,-0.2%,0.7,58,-2.6%,-55.0%,2.4%,i,49.8,-12.6%
CCCn1c(=O)c(C(=O)Nc2cc(C)ccn2)c(O)c2ccccc21,-1.7%,-1.2%,0.6%,7.8,54,-5.8%,-17.6%[20 µM],9.0%,i,29.1,-3.8%
COCCCn1c(Cc2ccccc2)nnc1SCC(=O)N1CCCCC1,-0.7%,22.1%,-0.2%,-2.2,46,2.5%,-16.9%,-2.3%,i,21.8,-2.9%
Cn1ncc([N+](=O)[O-])c1C(=O)Nc1ccccc1Cl,-0.3%,1.7%,0.0%,3.3,65,-0.2%,-5.4%,x,i,45.8,-2.5%
O=C(CN1C(=O)S/C(=C\c2ccccc2F)C1=O)NC1CCS(=O)(=O)C1 (centres undefined),0.2%,4.6%,-0.1%,-0.5,31,-8.2%,-14.7%,2.7%,i,7.8,-2.3%
COc1ccc(NC(=O)CC2C(=O)N(Cc3ccco3)C(=S)N2C(C)C)cc1 (centres undefined),-0.3%,0.0%,0.4%,2.1,65,-5.2%,-8.1%,1.3%,i,38.2,-9.2%
COc1ccc(Nc2cc(Cl)ccc2C(=O)O)cn1,0.2%,2.6%,-0.1%,-0.5,110,-1.0%,22.7%,6.3%,i,62.8,23.5%
O=C(COc1ccccc1)NCC(=O)N/N=C/c1cc(Br)ccc1OCc1ccccc1,-0.6%,-1.5%,0.0%,-0.3,92,8.4%,13.7%,16.6%,i,47.3,19.9%
CNC(=O)c1cccn1-c1ccsc1C(=O)OC,0.3%,2.2%,-0.2%,0.8,61,-1.3%,-28.8%,1.3%,i,48.4,-8.5%
O=C(O)c1ccc(N=NN2CCCCC2)cc1,1.0%,x,-0.2%,-1.1,41,-8.6%,-20.2%[20 µM],-5.7%,i,60.9,6.9%
CCCCCc1ccc(-c2cn(Cc3ccc([N+](=O)[O-])cc3)nn2)cc1,-0.5%,1.3%,-0.3%,4.0,42,x,-28.3%[20 µM],-0.3%,i,21.5,6.4%
CC(C)(C)NS(=O)(=O)c1ccc(/C=C/C(=O)O)cc1,0.6%,2.6%,-0.3%,-0.6,50,4.0%,-28.7%,17.4%,i,17.6,-7.4%
O=C(c1cccc([N+](=O)[O-])c1)N1CCN(C(=O)c2ccco2)CC1,0.2%,-2.2%,0.3%,1.3,41,-8.1%,1.8%,-6.4%,i,65.9,0.2%
O=C(c1ccc(-c2ccc([N+](=O)[O-])cc2)o1)N1CCCCC1,-1.1%,7.9%,0.0%,1.8,84,14.4%,1.3%,-7.2%,i,63.9,-4.8%
N#Cc1c(Nc2ccc(F)cc2)sc(C(=O)c2ccc(F)cc2)c1N,0.0%,-0.2%,-0.3%,1.0,54,-3.1%,-17.0%,9.2%,i,66.0,4.9%
COc1ccc(Nc2nc(N)nc(CN3CCc4ccccc4C3)n2)cc1,-0.1%,-0.6%,1.3%,0.0,50,12.8%,21.4%,7.1%,i,57.9,1.5%
Cc1nnsc1C(=O)Nc1cccc(Cl)c1Cl,-0.2%,2.1%,-0.3%,0.0,72,0.9%,-14.8%,-8.0%,i,25.9,5.1%
CCc1cc(OCCCSc2nc(C)cc(=O)[nH]2)ccc1Cl,0.6%,-2.3%,-0.2%,5.1,44,1.9%,-7.5%,-12.0%,i,40.0,-1.5%
COc1ccc(C(=O)Nc2ccc(S(=O)(=O)NC(C)C)cc2)cc1,-1.2%,0.7%,-0.1%,0.4,81,-10.0%,-10.7%,8.4%,x,x,3.1%
CCOc1ccc(S(=O)(=O)NCc2ccncc2)cc1NC(=O)c1ccccc1F,0.7%,0.2%,0.2%,-1.7,50,1.8%,-7.8%,2.1%,i,42.4,-4.5%
O=C(O)Cn1nc(C(F)(F)F)c2c1CCCC2,0.8%,-0.1%,-0.1%,-0.5,41,-6.1%,-48.9%,4.7%,i,41.3,-17.4%
Cc1sc2ncnc(OCC(=O)N3CC(=O)Nc4ccccc43)c2c1C,-0.5%,0.0%,-0.3%,-0.2,52,-4.6%,-37.3%,-17.8%,i,60.6,-5.0%

# High-throughput results: PubChem BioAssay, several laboratories
